Screening data (PubChem BioAssay)
ABCB6 inh 2: human ABCB6 transporter inhibition; AID 602162; hit rate 0.19% among 360,000; Q9NP58; fluorescence ratio to DMSO, % at 10 µM; K562-ABCB6 porphyrin accumulation, flow cytometry, 1 h; stronger effect = lower value;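 active means fluorescence ratio to DMSO below 75%, the collection mean minus 3 SD; inconclusive means too few cells collected in the well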;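 further: signal is porphyrin accumulated inside mitochondria; 100% equals median channel fluorescence of DMSO control wells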
Target sequence (Q9NP58 whole entry, looked up): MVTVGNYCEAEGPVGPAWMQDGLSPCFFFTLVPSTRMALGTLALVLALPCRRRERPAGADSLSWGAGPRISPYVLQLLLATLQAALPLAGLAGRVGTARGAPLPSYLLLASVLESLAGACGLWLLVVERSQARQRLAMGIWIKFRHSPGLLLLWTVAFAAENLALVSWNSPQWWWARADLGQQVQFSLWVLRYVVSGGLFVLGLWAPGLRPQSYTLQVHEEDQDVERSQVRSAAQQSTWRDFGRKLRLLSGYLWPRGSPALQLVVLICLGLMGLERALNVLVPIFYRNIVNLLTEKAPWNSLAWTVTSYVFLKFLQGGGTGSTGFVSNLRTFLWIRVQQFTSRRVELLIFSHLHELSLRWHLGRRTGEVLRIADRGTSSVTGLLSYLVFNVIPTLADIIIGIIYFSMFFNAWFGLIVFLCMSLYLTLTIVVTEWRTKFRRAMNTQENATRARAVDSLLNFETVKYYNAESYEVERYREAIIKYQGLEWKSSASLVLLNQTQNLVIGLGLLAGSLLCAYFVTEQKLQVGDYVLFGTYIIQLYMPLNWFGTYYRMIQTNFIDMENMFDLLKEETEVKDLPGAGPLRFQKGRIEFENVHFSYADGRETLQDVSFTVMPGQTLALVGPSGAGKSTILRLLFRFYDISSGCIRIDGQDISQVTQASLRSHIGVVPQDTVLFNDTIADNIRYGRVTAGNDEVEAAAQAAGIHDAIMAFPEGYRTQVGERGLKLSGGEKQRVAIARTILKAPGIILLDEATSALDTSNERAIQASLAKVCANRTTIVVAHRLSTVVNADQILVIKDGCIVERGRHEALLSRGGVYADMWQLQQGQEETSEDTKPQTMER
MC4R ag barr: human MC4R agonism via beta-arrestin; P32245; U2OS MC4R beta-arrestin complementation, luminescence; percent of melanotan II response, DMSO zero; activation, % at 8.9 µM; hit rate 0.98% among 360,000; AID 540308;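 active means activation above a per-plate cutoff, the mean activation of sample wells on that plate plus 3 SD, cut at about 8% in these data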
H9c2 protect: protects H9c2 cardiomyocytes from peroxide injury | H2O2 injury protection, ATPLite, 2 h | protection from H2O2 cell death, % at 20 µM | hit rate 0.63% among 360,000 | AID 588492;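 active means compounds giving at least 50% protection of heart cells from peroxide-induced death in the single-dose screen, raw or plate-pattern-corrected value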;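 further: 0% = DMSO wells with peroxide and 100% = DMSO wells without peroxide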
CaV13 FRET inh: Primary screen for inhibitors of IQ motif and Ca2+-dependent inactivation inhibitor domain binding in CACNA1D, Förster resonance energy transfer in living cells, … | HEK cells, CFP/YFP FRET ICDI-IQ, plate reader, 10 min; percent FRET-ratio fall versus neutral wells | inhibition, % at 12.3 µM | hit rate 0.098% among 340,000 | AID 743397;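 active means mean replicate inhibition of at least 30% and at least 1% of replicates passing that level; inconclusive means only one of the two criteria is met; inactive means neither criterion is met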;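 further: 0% = median of the neutral control wells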
aDG glyco act: increases alpha dystroglycan glycosylation; Pro5-aDG cells, alpha-DG glycosylation AlphaScreen (IIH6); 0% Pro5, 100% B10-LARGE cell signal; hit rate 0.22% among 360,000; activation, % at 10 µM;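 active means activation of at least 8% versus controls, or a plate z-score of at least 8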;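 further: Pro5 are CHO cells carrying HIG-tagged alpha-DG that lacks glycosylation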
m5-HT2A agonist: mouse HTR2A agonism via beta-arrestin recruitment | P35363 | CHO-K1 mHTR2A beta-arrestin complementation, luminescence; percent of 30 µM serotonin response | activation, % at 7.6 µM | hit rate 0.66% among 360,000;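 active means activation above a run cutoff, the mean activation of all tested compounds plus 3 SD, cut at about 14% in these data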;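 further: 0% = plate median of compound wells and 100% = 30 µM serotonin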
Vif imaging: inhibitors of HIV Vif; HEK293T cells, Vif self-association by quenched fluorescence, imaging, 24 h; inhibition, % at 7.49 µM; hit rate 0.35% among 340,000; in the data active means inhibition above about 50%, passing the limit was not always enough; inconclusive means no clear call, values can overlap the other calls; inactive means below about 31%; further: some results filed as inactive read as strong as hits
N-glyco inh: N-linked glycosylation inhibition | D54 ERlucT glycosylation luciferase reporter, 24 h; percent of 100 nM tunicamycin response | reporter increase, % at 12.5 µM | hit rate 0.23% among 360,000 | AID 588692;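 active means mean luciferase reporter signal, scaled so untreated is 0 and the glycosylation-blocking control 100, at or above a set limit in every replicate; inconclusive means mean reaches the limit but not every replicate does; inactive means mean below the limit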;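 further: luciferase carries N-glycosylation sites so blocking glycosylation raises the light; 0% = median of neutral control wells and 100% = median of 100 nM tunicamycin wells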
PDI turbidity: inhibitors of human protein disulfide isomerase; PDI insulin aggregation turbidity, A650, 90 min; P07237; hit rate 0.052% among 350,000; AID 588391; inhibition, % at 10 µM;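 active means mean inhibition across replicates of 30% or more, whatever share of single replicates reach that level; inconclusive means mean inhibition below 30% while every single replicate reaches 30%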;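 further: absorbance from insulin aggregation driven by PDI reduction with DTT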
MC4R antagonist: human MC4R antagonism in cAMP assay. inhibition, % at 6.5 µM. AID 540295. MC4R-expressing cells, MTII-stimulated cAMP, LANCE TR-FRET. hit rate 0.48% among 360,000. P32245;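 active means inhibition above its plate's cutoff, the mean of tested wells on that plate plus 3 SD, cut at about 29% in these data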;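 further: 0% = Melanotan II alone and 100% = Melanotan II plus saturating MCL0020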
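system = U2OS cells with stable human MC4R expression | also added = Melanotan II challenge after compound preincubation | dosing = one concentration, 6.5 µM nominal | incubation = compound 30 min, challenge 1 h, detection 1 h | measured by = TR-FRET with Eu-cAMP and labeled anti-cAMP, 671 nm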
* = called active by the depositor; ? = inconclusive; . = no result given.

SMILES	ABCB6 inh 2	MC4R ag barr	H9c2 protect	CaV13 FRET inh	aDG glyco act	m5-HT2A agonist	Vif imaging	N-glyco inh	PDI turbidity	MC4R antagonist
COc1ccc(-n2cnnc2SCC(=O)Nc2ccc(N3CCOCC3)cc2)cc1	102.0	-1.9	4.0	.	0.0	1.4	-1.8	-1.3	3.8	3.1
Cc1ccc(-c2csc(NC(=O)CCCc3cccs3)n2)cc1	97.0	-1.2	5.4	-4.5	-0.1	-0.6	-3.2	2.4	-4.8	-1.5
CCOC(=O)COc1nc(-c2ccc(C)cc2)cc(-c2ccco2)c1C#N	89.0	0.1	-6.3	1.5	0.0	7.9	2.5	2.5	-1.2	4.9
O=C(Cn1nnc(-c2ccccc2NC(=O)c2ccccc2)n1)Nc1ccc2c(c1)OCCO2	100.0	-1.6	4.0	-3.3	0.2	1.0	2.3	-2.7	3.1	9.6
Cc1ccc(C)c(N2CCN(S(=O)(=O)c3ccc4c(c3)OCCO4)CC2)c1	102.0	-0.9	-20.5	.	-0.1	-3.7	4.7	-2.1	?	-5.6
COc1ccc(CCNC(=O)c2cc3cccc(OC)c3oc2=O)cc1OC	99.0	-1.3	33.4	-4.5	0.2	6.9	-3.8	1.1	6.5	7.0
COc1ccccc1NCC(=O)NN=C1CCS(=O)(=O)c2ccc(F)cc21	104.0	-2.6	-8.5	-5.8	-0.3	1.0	6.5	2.5	0.2	-0.3
Cc1onc(-c2ccccc2)c1C(=O)N(Cc1ccccn1)Cc1ccccn1	100.0	5.0	-2.1	0.7	-0.1	0.6	-0.6	3.8	-15.8	5.1
COc1ccc(N=N/C(=C\O)C(=O)c2cccs2)cc1	95.0	0.4	-17.3	-6.7	-0.5	-2.0	-1.2	2.7	6.6	14.6
COc1cccc(C(C)(O)c2nc(-c3ccc(OC)nc3)cs2)c1 (configuration not stated)	100.0	0.5	-10.1	-11.6	0.2	3.1	-6.2	-2.3	-0.8	3.8
CN1CCN(C(=O)Nc2ccccc2CC[N+](=O)[O-])CC1	100.0	1.1	3.5	-4.7	0.2	-4.1	-10.0	1.1	-2.0	4.9
COc1cccc(CNC(=O)CCS(=O)(=O)c2cccc3nonc23)c1	98.0	1.5	8.2	-3.4	-0.1	3.8	3.1	0.3	3.4	-1.1
CC(=O)c1ccc(OC(=O)c2cccs2)cc1	104.0	-2.7	-8.3	-3.3	0.0	-0.3	23.4	-0.3	2.2	-6.5
COc1ccccc1OCC(=O)NCCNC(=O)COc1ccccc1OC	101.0	0.4	-6.4	-5.0	0.2	4.8	-3.0	2.2	-2.1	3.4
O=C(CN1C(=O)COc2ccccc21)N1CCCc2ccccc21	98.0	-1.6	1.5	-7.2	0.0	-2.2	15.0	-1.0	-4.3	13.7
CCCc1nc2nc(C)c(NS(=O)(=O)c3ccc(C)c(C)c3)c(=O)n2[nH]1	102.0	-0.5	-6.1	-6.3	0.0	-3.4	0.0	1.1	2.8	3.8
COc1ccc(N2CCN(S(=O)(=O)c3c[nH]c(=O)[nH]c3=O)CC2)cc1	98.0	-2.0	1.0	-1.5	0.1	2.7	2.4	-0.6	7.2	-8.1
COc1ccc(C)cc1N(C(=O)COc1ccccc1)c1nc2ccccc2s1	100.0	-0.8	-6.0	-2.9	-0.3	1.6	0.2	-1.0	2.1	15.7
CCC1CCCCN1C(=O)COc1ccc2c(c1)OCO2 (configuration not stated)	98.0	-0.4	1.9	-6.3	1.0	-2.6	-1.3	0.8	3.5	17.3
CCOC(=O)N/N=C/c1c[nH]c2ccccc12	111.0	-1.7	9.1	3.7	-0.3	-0.6	-1.8	2.9	1.1	0.8
COc1cc([N+](=O)[O-])ccc1NC(=S)Nc1cc(C(=O)OC(C)C)cc(C(=O)OC(C)C)c1	95.0	-2.4	-9.6	-14.9	0.2	-1.7	3.6	-7.3	-1.5	3.7
OC(c1ccc(F)cc1)(C1CCCCC1)C(CN1CCOCC1)c1ccccc1 (configuration not stated)	96.0	0.7	-8.8	-4.9	0.0	-3.7	-17.7	-5.6	-6.5	12.7
CCc1nn2c(N(C)CCO)cc(C)nc2c1-c1ccc(F)cc1	99.0	-1.4	-4.1	-2.4	0.0	-4.5	2.9	16.0	3.8	12.7
COc1cccc(CNC(=O)CCC2CCCN(C(=O)c3cscn3)C2)c1 (configuration not stated)	100.0	-1.8	2.1	-2.5	0.0	7.5	-1.7	0.8	6.4	3.0
CN1CCC(C(=O)C(=O)O)C1=O (configuration not stated)	99.0	-0.8	7.2	-5.9	0.0	5.2	-5.4	0.6	-2.7	0.2
SMILES	ABCB6 inh 2	MC4R ag barr	H9c2 protect	CaV13 FRET inh	aDG glyco act	m5-HT2A agonist	Vif imaging	N-glyco inh	PDI turbidity	MC4R antagonist
COc1ccc(C(=O)N2CCN(c3ccccc3)CC2)cc1S(=O)(=O)N1CCOCC1	86.0	-1.4	-2.7	-2.9	0.0	1.9	2.2	0.9	1.4	6.9
O=C(CSc1nc2ccccc2c(=O)n1-c1ccccc1F)NC1CC1	96.0	-2.0	-3.0	-17.3	0.5	-6.2	3.7	2.4	-4.9	-4.6
CCCC(C)C(=O)Nc1ccc(Cl)cn1 (configuration not stated)	86.0	-2.8	1.0	-3.6	0.0	0.1	-6.1	0.2	5.2	-4.1
COc1ccc(Nc2cc(C)nc(N3CCOCC3)n2)cc1	94.0	-0.3	2.2	-4.6	-0.1	-2.8	-3.3	2.0	1.2	5.7
CO/N=C(\N)c1nonc1N	95.0	1.2	-0.3	-4.6	-0.1	5.5	7.5	-0.5	-6.9	4.4
C[C@]12c3[nH]c4ccc(Cl)cc4c3CCN1C(=O)[C@@H](CC(=O)NCCN1CCOCC1)C[C@@H]2C(=O)N1CCOCC1	100.0	0.0	-2.3	-7.2	-0.3	2.8	-2.6	1.3	4.2	-4.2
N=c1n(CCO)c2ccccc2n1CCOc1ccc(Cl)cc1Cl	98.0	-0.2	9.1	-6.7	0.2	-9.9	6.2	2.6	-5.0	-9.3
COc1cc(C(=O)O)ccc1OCc1ccncc1	97.0	-0.5	4.2	-22.2	0.0	-2.5	8.4	1.8	1.8	5.5
N/C(=N\OC(=O)Cc1ccccc1[N+](=O)[O-])c1cccnc1	99.0	-2.0	1.7	-5.6	0.1	1.6	-9.2	1.4	-3.6	15.1
CCOc1ccnc(OCC)c1Br	98.0	-2.6	5.3	-4.7	0.1	0.4	0.3	0.6	-2.2	5.7
CC[n+]1c(/C=C(\C)OC)sc2ccccc21	105.0	-1.6	-9.6	-3.4	0.9	5.3	16.9	-1.0	-4.6	4.0
COCc1c(Br)c(C)nc(OCC(=O)N/N=C/c2ccco2)c1C#N	95.0	-0.1	-1.2	-5.2	0.0	8.3	-13.1	0.0	6.7	-9.6
O=C(c1cccs1)N1C[C@@H](n2cc(-c3ccc(F)cc3)nn2)[C@H](O)C[C@@H]1c1ccccc1	96.0	-1.3	11.1	-3.1	0.1	-9.1	0.2	0.2	-2.3	5.5
Clc1cccc(OCCn2cncn2)c1Cl	98.0	2.1	-2.3	.	0.9	-1.6	27.0	1.7	5.5	12.9
COc1ccc(NC(=O)c2cc(-c3ccccc3)nc3c2c(C)nn3-c2ccccc2)c(OC)c1	101.0	-0.6	-5.7	-3.6	-0.1	-1.1	-2.6	3.8	12.5	6.1
COc1ccc(C(=O)NCc2ccc(-c3nc4ccccc4s3)cc2)cc1	96.0	1.4	-8.4	.	0.2	-2.9	1.3	-4.0	-1.5	4.2
Cc1ccccc1C(=O)OCC(=O)N(C)c1ccccc1	102.0	-1.5	1.2	-2.7	-0.1	-7.6	4.1	0.0	0.8	3.9
CC(C)(C)NC(=O)c1cccc(NC(=O)c2ccc(NC(=O)c3ccco3)cc2)c1	100.0	0.9	73.6*	.	-0.1	3.7	5.7	-0.2	3.2	-2.8
CSc1ccc(CN(C)C(=O)c2cc(S(=O)(=O)NCc3ccccc3)ccc2C)cc1	99.0	-3.5	-10.0	-14.9	0.2	-1.8	-10.7	-7.0	-3.2	-4.9
CCN(c1ccccc1)S(=O)(=O)c1ccc(Cl)c(C(=O)O)c1	107.0	-1.4	5.6	-5.0	0.3	0.1	-2.0	1.7	-1.3	3.5
Cc1ccc(CNC(=O)Cn2cnc3c(NC(=O)OCc4ccccc4)ncnc32)o1	97.0	0.1	-1.5	-10.6	0.4	2.5	-1.0	2.0	1.0	1.4
CCCNC(=S)Nc1ccc(Br)cc1	91.0	-1.1	-15.7	-3.9	-0.1	8.9	-10.0	0.0	10.0	5.4

An excerpt of these results, with values under each structure.
Values in the order – ABCB6 inh 2	MC4R ag barr	H9c2 protect	CaV13 FRET inh	aDG glyco act	m5-HT2A agonist	Vif imaging	N-glyco inh	PDI turbidity	MC4R antagonist
> Clc1cccc(OCCn2cncn2)c1Cl
 : 98.0	2.1	-2.3	.	0.9	-1.6	27.0	1.7	5.5	12.9
> COc1ccc(NC(=O)c2cc(-c3ccccc3)nc3c2c(C)nn3-c2ccccc2)c(OC)c1
 : 101.0	-0.6	-5.7	-3.6	-0.1	-1.1	-2.6	3.8	12.5	6.1
> COc1ccc(C(=O)NCc2ccc(-c3nc4ccccc4s3)cc2)cc1
 : 96.0	1.4	-8.4	.	0.2	-2.9	1.3	-4.0	-1.5	4.2
> Cc1ccccc1C(=O)OCC(=O)N(C)c1ccccc1
 : 102.0	-1.5	1.2	-2.7	-0.1	-7.6	4.1	0.0	0.8	3.9
> CC(C)(C)NC(=O)c1cccc(NC(=O)c2ccc(NC(=O)c3ccco3)cc2)c1
 : 100.0	0.9	73.6*	.	-0.1	3.7	5.7	-0.2	3.2	-2.8
> CSc1ccc(CN(C)C(=O)c2cc(S(=O)(=O)NCc3ccccc3)ccc2C)cc1
 : 99.0	-3.5	-10.0	-14.9	0.2	-1.8	-10.7	-7.0	-3.2	-4.9
> CCN(c1ccccc1)S(=O)(=O)c1ccc(Cl)c(C(=O)O)c1
 : 107.0	-1.4	5.6	-5.0	0.3	0.1	-2.0	1.7	-1.3	3.5
> Cc1ccc(CNC(=O)Cn2cnc3c(NC(=O)OCc4ccccc4)ncnc32)o1
 : 97.0	0.1	-1.5	-10.6	0.4	2.5	-1.0	2.0	1.0	1.4
> CCCNC(=S)Nc1ccc(Br)cc1
 : 91.0	-1.1	-15.7	-3.9	-0.1	8.9	-10.0	0.0	10.0	5.4
